Assay outcomes: PubChem BioAssay, National Center for Advancing Translational Sciences (NCATS)
EPAC1 ag: agonists of human EPAC1; O95398; EPAC1 agonist qHTS, biochemical assay; response scale: 100% = response to 6.5 mM cAMP; Potency, µM (doses to about 154 µM), for inactives: at the top dose activation, hits mostly activators; 360,000 compounds, 0.073% hits; AID 720707; note: potency is the fitted concentration of half-maximal effect; nearly all actives have a fitted effect of over 60% in size
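Fluorescent GDP-exchange assay: 100 nM EPAC1 with 250 nM Rap1B preloaded with BODIPY-GDP and 50 uM GDP; compounds tested as concentration series, 5 min at room temperature, then read every 5 min for 30 min (ex 480/em 540 nm); normalized to 6.5 mM cAMP.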
IL-2 act: IL-2 activation | activation, % (series mostly up to about 46 µM) | 360,000 compounds, 0.065% hits | IL-2 activation reporter assay, cell-based qHTS; stimulated with anti-CD3/CD4/CD28 beads; in transgenic mouse T cells | AID 652025; in the data active = activation above about 50%; inconclusive = mostly about 30% to 49%; note: 0% is about no effect
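Readout is EGFP and DsRed signal by fluorescent plate cytometry after 18 h at 37 degrees C. Transgenic mouse T cells (750/well) received compound for 60 min before bead stimulation (anti-CD3, anti-CD4, anti-CD28); memory T cells served as non-tolerant control.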
Abeta yeast res: A-beta toxicity reversal in yeast. yeast expressing A-beta42, growth rescue, OD600, 48 h; response scale: 0% DMSO, 100% iron-clioquinol control. Potency, µM (titrated, usually from 46.1 µM), for the others: top-dose growth rescue, usual class: activators. 410,000 compounds, 0.063% hits. AID 1347071; note: potency is the fitted concentration of half-maximal effect; nearly all actives have a fitted effect of over 55% in size
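Yeast growth medium received pinned compounds, then yeast cells expressing toxic A-beta were added; plates incubated at 30 C for 48 hr. Growth read as absorbance at 600 nm, normalized to DMSO and equimolar FeCl3 plus clioquinol controls.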
aSyn yeast inh: rescues yeast growth from alpha-synuclein toxicity; Potency, µM (series often up to 46.1 µM), for the others: top-dose growth rescue (activation), usual class: activators; Yeast expressing alpha-synuclein, growth rescue, BacTiter-Glo, 24 h; 370,000 compounds, 0.14% hits; note: potency is the fitted concentration of half-maximal effect; % of control where 0% means no effect; nearly all actives have a fitted effect of over 65% in size
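Galactose-induced alpha-syn yeast (OD600=0.02, raffinose-pregrown) + pinned cpd, 24 hr, 30 deg C; growth by BacTiter-Glo luminescence. Growth restoration scores as activation.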
PLK1 PBD block: inhibitors of human PLK1 polo-box domain binding | AID 720504 | P53350 | 360,000 compounds, 2.8% hits | Plk1 PBD binding of FITC phosphopeptide, fluorescence polarization | Potency, µM, for inactives: max response, negative = inhibition, most hits filed as inhibitors; note: potency is the fitted concentration of half-maximal effect; series mostly up to about 57 µM; % is set by controls: 0 for no effect and ±100 for the full control effect; nearly all actives have a fitted effect of over 65% in size
EPAC1 antagonist: EPAC1 (human) antagonism; O95398; EPAC1 GEF assay, Rap1b-BODIPY-GDP exchange fluorescence; Potency, µM (series often up to 115 µM), for inactives: top-dose activity change, negative = inhibition, most hits filed as inhibitors; 360,000 compounds, 0.14% hits;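 note: potency is the fitted concentration of half-maximal effect; plate controls were vehicle for no effect and positive control for full effect; nearly all actives have a fitted effect of over 50% in size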
PI5P4Ka inh: PI5P4K alpha (human) kinase inhibition; P48426; AID 652105; max response, %; PI5P4Kalpha enzyme, ADP-Glo luminescence, 60 min; active compounds read low; 330,000 compounds, 1.2% hits; active = max response of -50% or lower; inconclusive = between -30% and -50%; inactive = -30% or higher; note: value at the top dose of about 77 µM; % is set by controls: 0 for no effect and ±100 for the full control effect
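qHTS, 1536-well: enzyme/substrate mix, compound by pin tool, 5 microM ATP final; RT 60 min; ADP-Glo reagents 1 (45 min) then 2 (30 min); luminescence.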
FUS yeast rescue: FUS proteinopathy suppression in yeast. S. cerevisiae FUS-expressing, growth rescue, OD600, 24 h. Potency, µM (doses to about 76.6 µM), for inactives: at the highest dose growth rescue (activation), usual class: activators. 390,000 compounds, 0.24% hits. AID 1347120;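 note: potency is the fitted concentration of half-maximal effect; plate controls were DMSO vehicle for no effect and reference control for full effect; nearly all actives have a fitted effect of over 55% in size; some results filed as inactive show a strong effect at the top dose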
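Compound concentration series was pinned onto galactose-induced FUS-expressing yeast seeded at OD 0.005. Plates sat 24hr at 30C; absorbance at 600 nm gave growth. DMSO served as background control.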
WRN inhibitor: inhibitors of human WRN helicase; AID 651768; 360,000 compounds, 0.46% hits; WRN helicase unwinding, fluorescent forked duplex, kinetic; Potency, µM (highest dose often 114 µM), for the others: at the highest dose activity change, negative = inhibition, hits mostly inhibitors; Q14191; note: potency is the fitted concentration of half-maximal effect; % is set by controls: 0 for no effect and ±100 for the full control effect; nearly all actives have a fitted effect of over 55% in size
Target sequence (Q14191 whole entry, looked up): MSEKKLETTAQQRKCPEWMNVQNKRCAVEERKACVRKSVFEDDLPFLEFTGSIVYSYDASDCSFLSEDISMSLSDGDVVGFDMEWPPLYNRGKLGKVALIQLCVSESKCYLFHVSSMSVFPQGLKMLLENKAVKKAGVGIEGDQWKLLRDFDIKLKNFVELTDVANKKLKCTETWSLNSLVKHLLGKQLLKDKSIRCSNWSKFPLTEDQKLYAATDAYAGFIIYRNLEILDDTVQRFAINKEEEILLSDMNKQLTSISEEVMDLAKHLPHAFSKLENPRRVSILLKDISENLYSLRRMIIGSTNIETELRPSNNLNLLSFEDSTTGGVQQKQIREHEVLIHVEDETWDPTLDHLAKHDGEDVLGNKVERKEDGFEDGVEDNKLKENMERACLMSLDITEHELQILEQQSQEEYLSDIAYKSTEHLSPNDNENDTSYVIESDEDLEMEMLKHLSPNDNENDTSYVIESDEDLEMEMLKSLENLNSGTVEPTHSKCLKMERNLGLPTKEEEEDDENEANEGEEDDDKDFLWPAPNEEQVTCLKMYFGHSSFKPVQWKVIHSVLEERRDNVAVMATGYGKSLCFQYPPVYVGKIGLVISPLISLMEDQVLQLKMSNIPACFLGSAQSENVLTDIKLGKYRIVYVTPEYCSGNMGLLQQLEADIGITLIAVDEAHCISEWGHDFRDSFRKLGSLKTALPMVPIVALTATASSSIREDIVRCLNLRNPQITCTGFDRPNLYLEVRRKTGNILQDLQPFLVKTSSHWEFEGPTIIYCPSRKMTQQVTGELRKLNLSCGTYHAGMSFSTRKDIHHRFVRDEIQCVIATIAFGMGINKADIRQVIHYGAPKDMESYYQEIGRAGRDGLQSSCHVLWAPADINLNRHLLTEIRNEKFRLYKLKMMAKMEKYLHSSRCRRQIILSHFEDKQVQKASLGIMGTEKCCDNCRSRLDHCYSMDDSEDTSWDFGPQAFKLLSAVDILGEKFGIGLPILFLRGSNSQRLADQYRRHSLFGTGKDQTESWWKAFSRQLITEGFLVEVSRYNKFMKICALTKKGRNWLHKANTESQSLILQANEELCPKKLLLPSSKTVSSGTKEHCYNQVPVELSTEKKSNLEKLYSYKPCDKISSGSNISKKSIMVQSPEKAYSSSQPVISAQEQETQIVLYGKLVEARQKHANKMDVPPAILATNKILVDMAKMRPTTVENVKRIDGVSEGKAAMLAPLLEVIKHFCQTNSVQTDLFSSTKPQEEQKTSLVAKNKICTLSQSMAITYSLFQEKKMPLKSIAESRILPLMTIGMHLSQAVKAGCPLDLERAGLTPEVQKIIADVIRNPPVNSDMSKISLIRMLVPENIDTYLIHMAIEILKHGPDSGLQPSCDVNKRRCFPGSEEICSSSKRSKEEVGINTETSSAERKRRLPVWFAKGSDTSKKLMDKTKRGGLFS
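Screening of the MLSMR collection measured strand separation of a quenched forked DNA duplex (100 nM) by 20 nM WRN with 2 mM ATP, all final. Compounds were preincubated with enzyme 15 min at room temperature.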
* = called active by the depositor; u = inconclusive; x = no result given; & = joins results of further samples; [ ] = dose if it differs, or a comment. Unless noted, calls come from the whole dose curve; as a rule, active = well fitted curve in the direction sought with a large enough effect; inconclusive = small, poorly fitted or top-dose-only effect, or another doubt; inactive = no such curve, though single readings can be large; an effect the other way counts as inactive or inconclusive.

SMILES	EPAC1 ag	IL-2 act	Abeta yeast res	aSyn yeast inh	PLK1 PBD block	EPAC1 antagonist	PI5P4Ka inh	FUS yeast rescue	WRN inhibitor
Cc1ccccc1NC(=O)N1CCc2ccccc2C1	3%	0.0	-18%	0%	-12%	4%	0	16%	8%
CCOc1ccc(CCNC(=O)Cc2ccc(S(=O)(=O)N3CCOCC3)s2)cc1OCC	0%	-2.5	-4%	-2%	-3%	8%	8	39%	7%
N#Cc1c(N)c(C(=O)c2ccccc2)n2ccccc12	3%	0.8	-31%[inhibitor]	u	-14%	3%	5	-5%	1%
O=C(CN1C(=O)C2C3C=CC(C3)C2C1=O)OCC(=O)c1ccccc1 (stereo not drawn)	6%	0.7	-2%	-1%	-11%	-20%	3	3%	-3%
Cc1cc(C)cc(NC(=O)Cn2cnc3c(nnn3Cc3ccc(F)cc3)c2=O)c1	7%	-0.3	5%	2%	-3%	-3%	0	-3%	-3%
CN1CCC(N(C)C(=O)c2ccc(Cl)c(S(=O)(=O)Nc3ccc(Cl)cc3)c2)CC1	-5%	-0.1	-11%	-8%	-3%	5%	1	-11%	4%
CCOC(=O)c1cnc(SC)nc1Oc1cccc(NC(=O)c2cccc(Cl)c2Cl)c1	1%	2.5	12%	-5%	1%	-3%	-2	-18%	-10%
CCOC(=O)NC(Nc1cc(C)on1)(C(F)(F)F)C(F)(F)F	-2%	0.6	10%	3%	0%	0%	4	-25%	-3%
NS(=O)(=O)c1ccc(CNC(=O)C2CCCN2C(=O)c2cccs2)cc1 (stereo not drawn)	1%	0.0	2%	-1%	-4%	8%	6	-8%	0%
COc1ccc(S(=O)(=O)NCCC(=O)NCc2ccc(F)cc2)cc1	-1%	1.6	6%	-5%	-1%	1%	x	8%	-12%
COc1ccc2sc(-c3ccccc3OC)c(C#CCCO)c2c1	5%	0.3	-2%	-12%	1%	-9%	23	23%	-1%
Cc1cccc(C)c1Nc1nnc(SCC(=O)NCCCN2CCCC2=O)s1	-10%	-1.0	0%	0%	u	-21%	-12	9%	-8%
COc1ccccc1NC(=O)N1CCc2[nH]c3ccc(F)cc3c2C1	-4%	0.8	11%	9%	-5%	-7%	10	-11%	-2%
CN(CC(=O)NCc1ccc(Cl)cc1)S(=O)(=O)c1cccc2nsnc12	7%	-0.8	1%	-3%	-7%	15%	1	1%	3%
CC(C)(C)OC(=O)NCCCCCNC(=O)c1[nH]cnc1C(=O)Nc1ccon1	6%	-0.5	-2%	0%	4%	-22%	-2	-4%	4%
COCCNC(=O)c1cccc(S(=O)(=O)N2CC3(C)CC2CC(C)(C)C3)c1 (stereo not drawn)	9%	-4.9	-11%	-2%	-1%	-9%	-3	6%	0%
COc1ccc(OC)c(N2CC(O)(c3ccccc3)[N+]3=C2SCCC3)c1 (stereo not drawn)	8%	-4.3	0%	2%	-4%	-16%	4	-4%	-16%
CCOC(=O)N1CCN(CC(O)COCC2=CCC3CC2C3(C)C)CC1 (stereo not drawn)	-8%	-0.3	-1%	-2%	-9%	0%	1	u	-8%
COc1cccc(C(=O)N(c2ccc(C)cc2)C2C=CS(=O)(=O)C2)c1 (stereo not drawn)	-4%	-2.8	-12%	2%	-1%	-17%	0	-8%	6%
COCCNC(=S)N/N=C(\C)c1ccc(-n2ccnc2)cc1	5%	-2.7	-10%	-4%	-6%	28%	x	15%	-14%
Nc1ccc2nn(-c3ccc(F)cc3)nc2c1	2%	0.0	-25%	1%	-24%	-25%	2	0%	15%
Cc1c(NC(=O)CN2CCN(C(c3ccccc3)c3ccccc3)CC2)c(=O)n(-c2ccccc2)n1C	-6%	0.5	17%	4%	4%	5%	-6	-9%	-1%
CC(=O)Oc1ccc(N(C(C)=O)S(=O)(=O)c2cc([N+](=O)[O-])ccc2C)cc1	9%	0.4	14%	12%	-21%	-19%	-5	x	-42%
O=C(NCc1nc(-c2ccc(Cl)cc2)no1)c1ccco1	5%	-0.9	-13%	1%	-2%	1%	0	9%	-6%
CCOc1ccc(S(=O)(=O)N2CCCCC2)cc1NC(=O)CC1OC(=O)c2ccccc21 (stereo not drawn)	u	1.6	10%	-1%	-4%	-9%	-8	12%	-6%

Arranged by molar mass (descending): three of the compounds above.
SMILES	EPAC1 ag	IL-2 act	Abeta yeast res	aSyn yeast inh	PLK1 PBD block	EPAC1 antagonist	PI5P4Ka inh	FUS yeast rescue	WRN inhibitor
CN(CC(=O)NCc1ccc(Cl)cc1)S(=O)(=O)c1cccc2nsnc12	7%	-0.8	1%	-3%	-7%	15%	1	1%	3%
COc1ccc(S(=O)(=O)NCCC(=O)NCc2ccc(F)cc2)cc1	-1%	1.6	6%	-5%	-1%	1%	x	8%	-12%
COCCNC(=S)N/N=C(\C)c1ccc(-n2ccnc2)cc1	5%	-2.7	-10%	-4%	-6%	28%	x	15%	-14%

Later entries.
SMILES	EPAC1 ag	IL-2 act	Abeta yeast res	aSyn yeast inh	PLK1 PBD block	EPAC1 antagonist	PI5P4Ka inh	FUS yeast rescue	WRN inhibitor
Cc1ccc(C)c(CSc2nnc(CCN)o2)c1	0%	-1.5	18%	-1%	-5%	-8%	x	1%	25%
CNC[C@H]1Oc2cc(Br)ccc2S(=O)(=O)N([C@H](C)CO)C[C@H]1C	10%	-2.5	-15%	0%	-6%	-26%	0	4%	1%
O=C(Nc1nccs1)c1ccc(COc2ccc(Cl)cc2)o1	18%	-3.1	-1%	1%	-4%	-12%	x	1%	-20%
COc1ccc2cc(C3(C)NC(=O)N(CC(=O)NCC(F)(F)F)C3=O)ccc2c1 (stereo not drawn)	2%	-2.7	6%	-2%	-9%	-3%	-3	-11%	4%
Cc1c(C=O)c2ccccn2c1C(=O)c1cccc([N+](=O)[O-])c1	0%	-0.9	12%	4%	2%	-18%	0	-1%	-11%
CN(C)S(=O)(=O)c1ccc(NC(=O)CN2CCc3ccccc32)cc1	11%	1.2	26%	5%	19%	-17%	-4	29%	-5%
CC(C)[C@H](NC(=O)[C@H](CCCN=C(N)N)NC(=O)NC(Cc1ccccc1)C(=O)O)C(=O)NC(C=O)CCCN=C(N)N (stereo partly drawn)	1%	1.1	u	-2%	-2%	-8%	10	-14%	-7%
COc1cccc(OC)c1C(=O)NC(=S)Nc1cccc(NC(=O)c2ccco2)c1	2%	1.1	-8%	1%	-14%	-3%	-3	13%	-17%
Cc1ccc(-c2cc3nc(NCCc4ccncc4)n(C)c(=O)c3s2)cc1	-20%	-0.8	-30%	-2%	2%	-5%	3	u	-3%
COc1ccc(CCNC(=O)CCN2C(=O)[C@@H]3Cc4ccccc4CN3C2=O)cc1	-4%	-0.6	-3%	2%	-14%	-1%	3	-9%	2%
Cc1ccc(S(=O)(=O)N/N=C/c2ccc(OCC(=O)NC(C)C)cc2)cc1	2%	-0.1	-6%	4%	-17%	-3%	10	-1%	0%
CC(=O)c1cccc(Nc2nc(-c3cccc([N+](=O)[O-])c3)cs2)c1	-9%	1.6	14%	-7%	-3%	-10%	-6	16%	-23%
FC(F)(F)c1nc(NCC2CCCO2)c2nnn(Cc3ccccc3Cl)c2n1 (stereo not drawn)	-13%	-2.1	-2%	0%	-5%	-23%	8	-37%	-7%
O=C1c2ccccc2C(=O)N1CC(O)CN1CCOCC1 (stereo not drawn)	0%	0.0	8%	1%	-6%	5%	-6	0%	13%
CC(C)c1ccc2c(c1)c(SC(C)(C)C)c(CC(C)(C)C(=O)O)n2Cc1ccc(Cl)cc1	-42%[inhibitor]	-0.7	-12%	-5%&0%	17µM*	25µM*	-8	-16%	50µM*

A draw from above in order of number of heavy atoms, rising.
SMILES	EPAC1 ag	IL-2 act	Abeta yeast res	aSyn yeast inh	PLK1 PBD block	EPAC1 antagonist	PI5P4Ka inh	FUS yeast rescue	WRN inhibitor
Cc1ccc(C)c(CSc2nnc(CCN)o2)c1	0%	-1.5	18%	-1%	-5%	-8%	x	1%	25%
Cc1ccccc1NC(=O)N1CCc2ccccc2C1	3%	0.0	-18%	0%	-12%	4%	0	16%	8%
O=C1c2ccccc2C(=O)N1CC(O)CN1CCOCC1 (stereo not drawn)	0%	0.0	8%	1%	-6%	5%	-6	0%	13%
O=C(Nc1nccs1)c1ccc(COc2ccc(Cl)cc2)o1	18%	-3.1	-1%	1%	-4%	-12%	x	1%	-20%
Cc1c(C=O)c2ccccn2c1C(=O)c1cccc([N+](=O)[O-])c1	0%	-0.9	12%	4%	2%	-18%	0	-1%	-11%
CC(=O)c1cccc(Nc2nc(-c3cccc([N+](=O)[O-])c3)cs2)c1	-9%	1.6	14%	-7%	-3%	-10%	-6	16%	-23%
COc1ccccc1NC(=O)N1CCc2[nH]c3ccc(F)cc3c2C1	-4%	0.8	11%	9%	-5%	-7%	10	-11%	-2%
NS(=O)(=O)c1ccc(CNC(=O)C2CCCN2C(=O)c2cccs2)cc1 (stereo not drawn)	1%	0.0	2%	-1%	-4%	8%	6	-8%	0%
CC(=O)Oc1ccc(N(C(C)=O)S(=O)(=O)c2cc([N+](=O)[O-])ccc2C)cc1	9%	0.4	14%	12%	-21%	-19%	-5	x	-42%
FC(F)(F)c1nc(NCC2CCCO2)c2nnn(Cc3ccccc3Cl)c2n1 (stereo not drawn)	-13%	-2.1	-2%	0%	-5%	-23%	8	-37%	-7%
Cc1cc(C)cc(NC(=O)Cn2cnc3c(nnn3Cc3ccc(F)cc3)c2=O)c1	7%	-0.3	5%	2%	-3%	-3%	0	-3%	-3%
CCOC(=O)c1cnc(SC)nc1Oc1cccc(NC(=O)c2cccc(Cl)c2Cl)c1	1%	2.5	12%	-5%	1%	-3%	-2	-18%	-10%
